Assay outcomes from PubChem.
LGR2 antag – blocks bursicon-induced cAMP signaling via Drosophila LGR2; hit rate 0.35% among 380,000; HEK293 LGR2, CRE-luciferase, bursicon-stimulated, 4 h; inhibition, % at 9.99 µM;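 active means drop in luminescence signal, shown as inhibition above about 50% in the replicate tests, limit read from the data, passing the limit was not always enough; inconclusive means probably only some replicates passing the limit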;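 further: agonist challenge used bursicon conditioned medium at about half maximal strength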
ARNT-TACC3 inh – disruptors of human ARNT/TACC3 interaction; AlphaScreen His-ARNT PAS-B/GST-TACC3 binding, luminescence; TACC3 fragment carries E629A point mutation; inhibition, % at 9.99 µM; hit rate 0.66% among 390,000; AID 623870;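 active means mean inhibition of replicates at least 50% and at least half of replicates each reaching 50%; inconclusive means half or more replicates reach 50% but mean below 50%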;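 further: 0% = complete ARNT plus TACC3 wells and 100% = ARNT alone without TACC3; many hits fall short of the cut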
DENV2 CPE rescue – DENV2-induced cell death inhibition; hit rate 1.7% among 350,000; DENV2-infected cells, cytopathic effect rescue, plate reader; CPE inhibition, % at 9.99 µM; in the data active means CPE inhibition above about 20%, passing the limit was not always enough; inconclusive means no clear call, values can overlap the other calls; tested in BHK-21 cells;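 further: 0% = median of neutral control wells and 100% = median of positive control wells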
EWS-Fli block – blocks EWS/Fli oncoprotein-driven transcription | AID 651661 | A673 NR0B1-luciferase reporter, viability-normalised | inhibition, % at 12.6 µM | hit rate 0.67% among 350,000;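 active means mean inhibition of at least 50% after viability correction, with every replicate also passing that limit; inconclusive means mean reaches 50% but only one of two replicates passes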;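 further: firefly luciferase signal divided by Alamar Blue viability fluorescence both relative to DMSO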
Casp6 inh – inhibitors of human caspase-6. P55212. purified caspase-6, Z-VEID-R110 cleavage fluorescence. inhibition, % at 12.5 µM. hit rate 0.53% among 350,000;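 active means mean inhibition across replicates at least about 35%, with every replicate also reaching that limit, limit read from the data; inconclusive means only one of the two criteria met; inactive means neither criterion met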;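 further: 0% = median of neutral control wells and 100% = no fluorescence left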
Target sequence (P55212 24-179 limits assumed): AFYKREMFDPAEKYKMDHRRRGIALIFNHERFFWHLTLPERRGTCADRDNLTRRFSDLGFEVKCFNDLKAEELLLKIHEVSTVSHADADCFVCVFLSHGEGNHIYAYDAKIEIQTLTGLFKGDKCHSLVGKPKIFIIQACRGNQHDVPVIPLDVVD
Target sequence (P55212 194-293 limits assumed): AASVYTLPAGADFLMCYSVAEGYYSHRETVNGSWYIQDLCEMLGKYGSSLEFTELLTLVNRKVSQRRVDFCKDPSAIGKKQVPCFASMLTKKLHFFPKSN
PAX8 inh HTS – lowers PAX8-driven luciferase in RMG-I cells | AID 652154 | hit rate 1.2% among 360,000 | inhibition, % at 12.6 µM | RMG-I TPO-luciferase reporter, SteadyGlo, 24 h;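 active means mean replicate inhibition at least 60% with every replicate also reaching 60%; inconclusive means only one of the two criteria is met; inactive means mean below 60% and not all replicates reaching 60%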;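 further: luciferase light reporting Pax8 driven TPO promoter activity; plate controls were median of neutral control wells for no effect and mitoxantrone controls for full effect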
SIRT5 block – blocks human SIRT5 desuccinylation of peptide; Q9NXA8; Purified SirT5, succinyl-peptide AMC, trypsin-coupled fluorescence; inhibition, % at 15 µM; hit rate 1.1% among 330,000; AID 652115; in the data active means inhibition above about 15%; inconclusive means no clear call, values can overlap the other calls
Target sequence (Q9NXA8 whole entry, looked up): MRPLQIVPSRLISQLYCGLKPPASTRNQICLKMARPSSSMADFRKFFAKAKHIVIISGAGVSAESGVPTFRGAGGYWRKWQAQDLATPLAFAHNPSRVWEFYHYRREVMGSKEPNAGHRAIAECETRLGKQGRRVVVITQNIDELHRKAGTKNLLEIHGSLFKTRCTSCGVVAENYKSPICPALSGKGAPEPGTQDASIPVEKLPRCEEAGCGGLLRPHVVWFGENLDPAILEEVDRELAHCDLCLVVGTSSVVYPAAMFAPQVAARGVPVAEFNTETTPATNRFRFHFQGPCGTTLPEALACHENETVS
An asterisk follows results filed as active; u = inconclusive; x = no result given.

1: C[C@H](NC(=O)C1CC(=O)N(c2ccc3c(c2)OCCO3)C1)C(=O)NCc1ccco1 (some centres not stated)
2: S=C(NCCc1ccccc1)N1CCN(C(c2ccccc2)c2ccccc2)CC1
3: CC(C)CC#Cc1cnc2c(c1)C(=O)N([C@H](C)CO)C[C@H](C)[C@H](CN(C)C(=O)c1cnccn1)O2
4: C[C@H]1CCCCO[C@H](CN(C)Cc2ccccc2)[C@@H](C)CN([C@@H](C)CO)C(=O)c2cc(NS(=O)(=O)c3cccs3)ccc2O1
5: COc1ccc(C2(C)NC(=O)N(CC(=O)Nc3ccc(Br)c(C)c3)C2=O)cc1OC (configuration not stated)
6: Cc1cccc(S(=O)(=O)N2CN(CC3CCCO3)c3nc4ccccc4nc32)c1 (configuration not stated)
Screen / compound no.	1	2	3	4	5	6
LGR2 antag	-5	x	-15	-33	-10	-5
ARNT-TACC3 inh	-3	-7	-3	-1	3	9
DENV2 CPE rescue	0	-12	-4	4	14	-1
EWS-Fli block	x	17	-3	-5	9	8
Casp6 inh	3	0	0	-11	1	11
PAX8 inh HTS	1	25	x	-19	1	12
SIRT5 block	-4	x	-3	-1	15	-2

7: C[C@@H]1CN([C@@H](C)CO)C(=O)c2cccc(NC(=O)Nc3ccc4c(c3)OCO4)c2O[C@H]1CN(C)C(=O)Nc1ccc(C(F)(F)F)cc1
8: O=C(N1CCOCC1)C12CC3CC(C1)CC(n1cnc(Cl)n1)(C3)C2
9: COc1ccccc1CNC(=O)c1cccc(NC(=O)c2ccccc2)c1
10: C[C@@H]1CN([C@@H](C)CO)C(=O)c2cccc(NC(=O)C3CCOCC3)c2O[C@@H]1CN(C)S(C)(=O)=O
11: Cc1ccc(S(=O)(=O)N(CC(=O)NCC2CCCO2)Cc2ccc(F)cc2)cc1 (configuration not stated)
12: Cc1ccc(S(=O)(=O)Nc2ccc3c(c2)C(=O)N([C@H](C)CO)C[C@H](C)[C@H](CN(C)C(=O)Nc2ccc(C(F)(F)F)cc2)OCCCC[C@H](C)O3)cc1
Screen / compound no.	7	8	9	10	11	12
LGR2 antag	9	0	3	7	-10	27
ARNT-TACC3 inh	2	-4	-2	0	-6	3
DENV2 CPE rescue	17	x	x	-9	-7	53*
EWS-Fli block	-7	x	x	-4	-4	12
Casp6 inh	4	x	x	-2	6	-2
PAX8 inh HTS	x	-31	19	-11	1	49
SIRT5 block	5	x	x	-4	-3	0

13: CCC(C)NS(=O)(=O)c1ccc(S(=O)(=O)N2CC=C(c3ccc(F)cc3)CC2)cc1 (configuration not stated)
14: COc1cccc(NC(=O)CN(C)C(=O)CCCc2nc3ccccc3c(=O)[nH]2)c1
15: O=C(NCCS(=O)(=O)N1CCN(Cc2ccccc2)CC1)c1ccccc1
16: O=C(NNC(=O)c1cc(-c2ccc(Cl)cc2)nc2ccccc12)c1csc(N2CCOCC2)n1
17: COc1ccc(C(O)c2nc(-c3cc4ccccc4o3)cs2)cc1 (configuration not stated)
18: O=C(C[C@@H]1C[C@H]2c3cc(NC(=O)Cc4ccncc4)ccc3O[C@H]2[C@@H](CO)O1)NCCN1CCCCC1
Screen / compound no.	13	14	15	16	17	18
LGR2 antag	34	4	2	22	-38	21
ARNT-TACC3 inh	5	1	-5	0	x	-2
DENV2 CPE rescue	1	2	-3	7	13	35*
EWS-Fli block	10	0	-2	4	-54	-8
Casp6 inh	2	1	5	-3	-1	0
PAX8 inh HTS	13	3	-4	17	-62	-22
SIRT5 block	1	0	3	-12	-2	-1

19: CCOc1ccc(N(CC(=O)NC(C)(C)C)S(=O)(=O)c2c(C)noc2C)cc1
20: COCC(=O)N(C)C[C@H]1Oc2cc(C#CCC(C)C)ccc2S(=O)(=O)N([C@H](C)CO)C[C@H]1C
21: C[C@]12C=CC(=O)C=C1CC[C@@H]1[C@@H]2C(=O)C[C@@]2(C)[C@H]1CC[C@]2(O)C(=O)COC(=O)CCC(=O)O
22: COc1ccc(CCNS(=O)(=O)c2c(C)nc3scc(C)n3c2=O)cc1OC
23: CCN(CC)S(=O)(=O)c1ccc(C)c(NC(=O)CSc2nc3ccc(C)cc3[nH]2)c1
24: O=C(NC(=S)Nc1ccc(F)c(Cl)c1)C1CC1
Screen / compound no.	19	20	21	22	23	24
LGR2 antag	12	11	-2	-10	-2	12
ARNT-TACC3 inh	-3	-5	-1	x	-13	-1
DENV2 CPE rescue	11	-15	4	13	-2	x
EWS-Fli block	-2	-1	7	2	11	-13
Casp6 inh	-3	1	-7	-2	2	-3
PAX8 inh HTS	20	x	4	-11	0	-60
SIRT5 block	x	-3	2	-1	-5	-5

25: COc1ccc(-c2cc(C(=O)OCC(=O)c3c(N)n(C)c(=O)n(C)c3=O)c3ccccc3n2)cc1
26: Cc1ccc(S(=O)(=O)N2CCCCC2)cc1NC(=O)C1CC(=O)N(c2ccc3c(c2)OCCO3)C1 (configuration not stated)
27: CCCC(=O)Nc1ccc(-c2cn3cccnc3n2)cc1
28: CCCCNc1c(-c2ccc(SC3CCCCC3)c(OC)c2)nc2ccc(Cl)cn12
29: CCOc1ccccc1NC(=O)C(OC(=O)c1ccccc1O)c1ccccc1 (configuration not stated)
30: FC(F)(F)c1cccnc1-n1cncn1
Screen / compound no.	25	26	27	28	29	30
LGR2 antag	-15	-8	-16	-5	x	-2
ARNT-TACC3 inh	-13	-1	-11	0	-8	35
DENV2 CPE rescue	1	-4	3	x	-28	1
EWS-Fli block	-31	16	-23	-4	17	-2
Casp6 inh	1	1	-5	2	-2	-4
PAX8 inh HTS	-15	9	-46	14	31	-9
SIRT5 block	1	14	-62	x	x	-5

31: COc1ccc(-c2cnc3c(c2)C(=O)N([C@H](C)CO)C[C@@H](C)[C@@H](CN(C)C(=O)Nc2c(C)noc2C)O3)cc1
32: CNC[C@@H]1OCCCC[C@H](C)Oc2ccc(NC(=O)Nc3ccccc3)cc2C(=O)N([C@H](C)CO)C[C@H]1C
33: O=C(Nc1ccc(Br)cn1)c1coc(=O)c(Br)c1
34: COc1ccc(CNC(=O)CCCc2ccccc2)cc1
35: COc1ccccc1S(=O)(=O)N[C@@H]1CC[C@@H](CC(=O)N2CCCCC2)O[C@H]1CO
36: Cc1cccc(CC(=O)N2CCN=C2SCc2ccc([N+](=O)[O-])cc2)c1
Screen / compound no.	31	32	33	34	35	36
LGR2 antag	10	-2	x	8	2	11
ARNT-TACC3 inh	-1	7	-1	-11	-36	-12
DENV2 CPE rescue	-2	18	5	x	-9	-3
EWS-Fli block	27	-6	-8	x	2	-1
Casp6 inh	-1	-2	33	x	1	1
PAX8 inh HTS	x	9	-2	-15	-3	33
SIRT5 block	-3	-4	x	x	4	3

37: CC(=O)N1CCCCN2[C@H](C1)[C@H](c1ccc(-c3ccc(C)cc3)cc1)[C@@H]2CO
38: CCN=C1S/C(=C\c2cc(OCC)c(O)cc2Br)C(=O)N1CC
39: COC(=O)C(O)(NC(=O)c1ccncc1)C(F)(F)F (configuration not stated)
40: C=CCOc1ccccc1CNc1cccc(F)c1
41: COc1cc(F)ccc1-c1cc(C(=O)NCc2ccc(F)cc2)[nH]n1
42: COc1ccccc1CNC(=O)C[C@@H]1C[C@H]2c3cc(NC(=O)C4CCOCC4)ccc3O[C@H]2[C@H](CO)O1
Screen / compound no.	37	38	39	40	41	42
LGR2 antag	8	-26	4	-8	9	3
ARNT-TACC3 inh	-2	-4	4	1	x	-3
DENV2 CPE rescue	-9	x	6	x	-6	-6
EWS-Fli block	x	x	-5	x	5	2
Casp6 inh	0	x	-1	x	4	-1
PAX8 inh HTS	u	7	4	10	6	-3
SIRT5 block	-1	x	-4	x	x	1

43: COc1ccc(C(=O)NNC(=O)c2ccc(C)cc2)cc1S(=O)(=O)N1CCCC1
44: Cc1cc(C)n2nc(SCN3C(=O)c4ccccc4C3=O)nc2n1
45: OCC1(Cc2cccc(F)c2)CCN(Cc2cccc3nccnc23)CC1
46: CN(C)c1ccc(/C=C(\NC(=O)c2ccccc2)C(=O)NCc2ccncc2)cc1
47: CO[C@@H]1CN(C)C(=O)c2cc(NC(=O)CC(F)(F)F)ccc2OC[C@@H](C)N(S(=O)(=O)c2cn(C)cn2)C[C@@H]1C
48: CCOc1ccc(CSc2nc(C)cc(COC)c2C#N)cc1OCC
Screen / compound no.	43	44	45	46	47	48
LGR2 antag	-1	-16	5	10	6	-10
ARNT-TACC3 inh	-3	-5	9	x	-6	-7
DENV2 CPE rescue	4	x	0	-1	-5	-3
EWS-Fli block	4	-10	9	5	0	7
Casp6 inh	9	-3	14	-3	-1	2
PAX8 inh HTS	4	x	-8	5	-2	8
SIRT5 block	-1	-6	-3	3	x	-5

Excerpt: nos. 41 to 48
41: COc1cc(F)ccc1-c1cc(C(=O)NCc2ccc(F)cc2)[nH]n1
42: COc1ccccc1CNC(=O)C[C@@H]1C[C@H]2c3cc(NC(=O)C4CCOCC4)ccc3O[C@H]2[C@H](CO)O1
43: COc1ccc(C(=O)NNC(=O)c2ccc(C)cc2)cc1S(=O)(=O)N1CCCC1
44: Cc1cc(C)n2nc(SCN3C(=O)c4ccccc4C3=O)nc2n1
45: OCC1(Cc2cccc(F)c2)CCN(Cc2cccc3nccnc23)CC1
46: CN(C)c1ccc(/C=C(\NC(=O)c2ccccc2)C(=O)NCc2ccncc2)cc1
47: CO[C@@H]1CN(C)C(=O)c2cc(NC(=O)CC(F)(F)F)ccc2OC[C@@H](C)N(S(=O)(=O)c2cn(C)cn2)C[C@@H]1C
48: CCOc1ccc(CSc2nc(C)cc(COC)c2C#N)cc1OCC
Screen / compound no.	41	42	43	44	45	46	47	48
LGR2 antag	9	3	-1	-16	5	10	6	-10
ARNT-TACC3 inh	x	-3	-3	-5	9	x	-6	-7
DENV2 CPE rescue	-6	-6	4	x	0	-1	-5	-3
EWS-Fli block	5	2	4	-10	9	5	0	7
Casp6 inh	4	-1	9	-3	14	-3	-1	2
PAX8 inh HTS	6	-3	4	x	-8	5	-2	8
SIRT5 block	x	1	-1	-6	-3	3	x	-5

Continuation.
49: Cc1ccc(C(=O)c2ccccc2C(=O)OCC(=O)N2C(C)CCCC2C)cc1 (configuration not stated)
50: C=CS(=O)(=O)N[C@@H](CSSC[C@H](NS(=O)(=O)C=C)C(=O)OC)C(=O)OC
51: Cc1cc(N=Cc2cc(Br)ccc2O)no1
52: CC(=O)N1CCN(c2ccc(N3CCN(Cc4ccccc4)[C@@H](C)C3)c(C)c2)[C@@H](C)C1
53: O=C(Cc1ccccc1)N1CC(=O)N2[C@H](C1)[C@H](c1ccc(C#CCc3ccccc3)cc1)[C@@H]2CO
54: C[C@@H]1CN([C@H](C)CO)C(=O)CCCn2nncc2CO[C@@H]1CN(C)C(=O)Nc1ccc(F)cc1
Screen / compound no.	49	50	51	52	53	54
LGR2 antag	-5	6	6	5	4	-2
ARNT-TACC3 inh	x	x	-7	x	x	0
DENV2 CPE rescue	12	13	x	-6	-13	20
EWS-Fli block	-9	-9	7	0	10	-5
Casp6 inh	5	-1	0	-6	1	-1
PAX8 inh HTS	-11	-8	x	10	x	-3
SIRT5 block	0	x	-3	-1	1	1

55: C[C@@H]1CN([C@@H](C)CO)C(=O)Cc2cc(NS(=O)(=O)c3ccccc3)ccc2O[C@@H]1CN(C)S(=O)(=O)c1cn(C)cn1
56: Cc1ccc(N=Cc2c(O)c3ccccc3oc2=O)cc1F
57: COC(=O)c1ccc(COC(=O)c2ccc(SC)cc2OC)cc1
58: CC(=O)N(CCCCl)C(C#N)c1ccccc1 (configuration not stated)
59: CCCN(C(=O)CCc1cn(CCC)c2ccccc12)c1ccc(N(C)c2ccccn2)cc1
60: COc1cc(C(=O)NCc2cn3ccccc3n2)cc(OC)c1OC
61: CO[C@H]1CN(C)C(=O)c2ccc(NC(=O)Nc3ccccc3Cl)cc2OC[C@@H](C)NC[C@H]1C
62: CCCNC(=O)N[C@@H]1CC[C@@H](CCn2cc(-c3cccc(F)c3)nn2)O[C@H]1CO
Screen / compound no.	55	56	57	58	59	60	61	62
LGR2 antag	-11	-3	-118	x	0	-2	6	-1
ARNT-TACC3 inh	-49	-2	-2	-3	x	21	5	0
DENV2 CPE rescue	-3	-2	x	4	-3	12	3	2
EWS-Fli block	-5	-1	-29	-34	-3	-14	-13	-15
Casp6 inh	0	0	1	-8	1	-3	x	1
PAX8 inh HTS	2	3	-165	11	17	x	x	-31
SIRT5 block	0	-1	-10	-1	2	-1	3	0
